Bioassay records as filed in PubChem.
rCAG binder = binders of r(CAG) RNA repeats, primary screen, biochemical, fluorescence; r(CAG) RNA repeat, TO-PRO-1 dye displacement fluorescence; 370,000 compounds, 1.3% hits; inhibition, % at 3 µM;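 active = inhibition above the plate cutoff, the mean of all test compounds on that plate plus 3 SD, cut at about 35% in these data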;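 also: 0% = DMSO alone and 100% = 100 µM mitoxantrone as full dye displacement; higher means more dye released from RNA so lower well fluorescence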
TDP2 absorb = human TDP2 enzyme inhibitors, primary screen, biochemical, epi absorbance, recombinant enzyme | Tyrosyl-DNA phosphodiesterase 2 (Homo sapiens), O95551 | T5PNP hydrolysis, p-nitrophenol absorbance 415 nm | inhibition, % at 12.8 µM | 370,000 compounds, 0.34% hits | AID 720702, 2013;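 active = inhibition above the mean of all tested compounds plus 3 SD, set per campaign, cut at about 25% in these data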;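 also: 0% = DMSO with enzyme and 100% = buffer with substrate but no TDP2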
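System – recombinant human TDP2 · Amount – 120 nM TDP2 per well · Buffer or medium – Mg2+-containing Tris-HCl buffer, pH 7.5 · Reagent – T5PNP substrate, 5 mM · Dosing – 12.8 µM single point, 1% DMSO · Incubation – 2 h at 37 °C · Measured by – epi absorbance · Read-out basis – percent inhibition · Benchmarks – high control without enzyme, low control DMSO plus TDP2 · Repeats – singlicate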
PG9 binder = binders of HIV-1 gp120 antibody PG9, primary screen, biochemical, TR-FRET. TR-FRET gp120-PG9 antibody binding. inhibition, % at 6.7 µM. 360,000 compounds, 0.43% hits. AID 624416, 2012; in the data active = inhibition above about 8.5%
TCR-CD3 inh = inhibitors of human TCR-CD3 interaction, primary screen, biochemical, fluorescence, TAMRA-labeled TCR probe; T-cell receptor (TCR); inhibition, % at 9.4 µM; 360,000 compounds, 0.37% hits; AID 651800, 2012; in the data active = inhibition above about 19%;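 also: recombinant mutant TCR 2C K166C tagged with TAMRA read by polarization; 0% = receptor in buffer alone and 100% = receptor with positive control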
HTRA1 inhibitor = HTRA1 serine protease inhibitors, primary screen, biochemical, fluorescence polarization, HTS | Q92743 | recombinant HTRA1, FP-rhodamine activity-based probe | inhibition, % at 5.96 µM | 340,000 compounds, 0.5% hits | AID 504803, 2011; in the data active = inhibition above about 36%;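 also: 0% = enzyme with DMSO and 100% = wells lacking enzyme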
Target sequence (Q92743 whole entry, looked up): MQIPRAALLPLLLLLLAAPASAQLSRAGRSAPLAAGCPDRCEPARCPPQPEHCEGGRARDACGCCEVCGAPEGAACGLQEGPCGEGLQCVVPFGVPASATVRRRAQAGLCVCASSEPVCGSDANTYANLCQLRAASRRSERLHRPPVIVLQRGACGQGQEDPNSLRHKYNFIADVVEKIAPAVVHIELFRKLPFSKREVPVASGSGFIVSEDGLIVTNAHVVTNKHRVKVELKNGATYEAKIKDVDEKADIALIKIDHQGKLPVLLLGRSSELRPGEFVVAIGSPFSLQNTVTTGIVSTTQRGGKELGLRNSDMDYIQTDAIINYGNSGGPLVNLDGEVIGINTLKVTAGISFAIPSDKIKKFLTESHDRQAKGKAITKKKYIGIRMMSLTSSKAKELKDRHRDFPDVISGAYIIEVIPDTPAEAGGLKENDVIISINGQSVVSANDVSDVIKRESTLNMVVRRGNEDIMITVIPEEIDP
LEDGF integ inh = blockers of LEDGF/p75-dependent integrase strand transfer – biochemical, TR-FRET, high throughput, primary screen; inhibition, % at 3.7 µM; HIV-1 integrase (with human LEDGF/p75); TR-FRET IN-LEDGF/p75 DNA integration, Eu/Cy5; 370,000 compounds, 0.64% hits;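 active = inhibition above the screen-wide mean plus 3 SD, cut at about 13% in these data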;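 also: signal is the Cy5 over europium emission ratio at 671 and 618 nm; 0% = plate median of compound wells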
PRMT1 inh = PRMT1 methyltransferase inhibitors, primary screen, biochemical, fluorescence polarization; recombinant PRMT1, activity-based probe fluorescence polarization; inhibition, % at 2.79 µM; 370,000 compounds, 1.3% hits; AID 652257, 2013;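 active = inhibition above about 21% made by adding two undisclosed values, limit read from the data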
SIAE primary = human SIAE inhibitors, primary screen, biochemical, fluorescence polarization, FP-Rh probe, 1536-well HTS; inhibition, % at 9.66 µM; SIAE FP-Rh probe binding; Sialate O-acetylesterase (Homo sapiens), Q9HAT2; 370,000 compounds, 0.69% hits; AID 1053197, 2014;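 active = inhibition above a cutoff: mean of compounds within the control limits plus 3 SD of those, cut at about 17% in these data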;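 also: 0% = plate median of compound wells and 100% = probe without SIAE protein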
Target sequence (Q9HAT2 whole entry, looked up): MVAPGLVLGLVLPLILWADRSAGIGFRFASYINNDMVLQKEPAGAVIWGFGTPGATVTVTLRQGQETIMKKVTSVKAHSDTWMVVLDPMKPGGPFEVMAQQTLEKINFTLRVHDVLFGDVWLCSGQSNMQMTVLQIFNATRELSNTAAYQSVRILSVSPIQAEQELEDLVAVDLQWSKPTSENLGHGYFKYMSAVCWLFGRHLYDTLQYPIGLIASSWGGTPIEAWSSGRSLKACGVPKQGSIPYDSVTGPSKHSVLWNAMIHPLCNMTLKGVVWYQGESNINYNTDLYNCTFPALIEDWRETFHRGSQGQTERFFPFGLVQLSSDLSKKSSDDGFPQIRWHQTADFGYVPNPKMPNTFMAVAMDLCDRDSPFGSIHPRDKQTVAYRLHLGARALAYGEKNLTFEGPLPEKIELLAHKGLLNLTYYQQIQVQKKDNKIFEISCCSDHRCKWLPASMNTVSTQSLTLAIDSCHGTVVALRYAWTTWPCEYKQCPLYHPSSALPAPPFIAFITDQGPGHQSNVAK
ABHD4 inh = ABHD4 inhibitors, primary screen, biochemical, fluorescence polarization, mouse | (Lyso)-N-acylphosphatidylethanolamine lipase (Mus musculus), Q8VD66 | purified mABHD4, FP-Rh probe fluorescence polarization | inhibition, % at 8.92 µM | 370,000 compounds, 0.54% hits;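 active = inhibition exceeding the mean over every tested compound plus 3 SD, cut at about 30% in these data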;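 also: 0% = plate median of compound wells and 100% = S159A mutant with DMSO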
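Assay system: wild-type mouse ABHD4 protein; compound: single nominal dose of 8.92 µM, 0.89% DMSO final; schedule: 45 min + 60 min at 25 °C; measured by: FP readout, ex 525 nm / em 598 nm; evaluation: % inhibition of FP-Rh probe binding versus controls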
NR1D1 modulator = modulators of Rev-erb alpha DNA binding, primary screen, biochemical, FITC-DNA, fluorescence polarization, uHTS. Nuclear receptor subfamily 1 group D member 1 (Homo sapiens), P20393. Rev-erbα–FITC-DNA binding, 90 min. activity, % at 10 µM. 370,000 compounds, 0.79% hits. AID 1259318, 2017;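 active = activity above about 14%, limit read from the data; passing the limit was not always enough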;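 also: 0% = DMSO wells with 35 nM protein and 100% = DMSO wells with 750 nM protein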
Starred values were filed as active, the others as inactive; nt = not tested or not shown. Only part of the results is shown. The share of hits here may be higher or lower than overall.

Fields: rCAG binder, TDP2 absorb, PG9 binder, TCR-CD3 inh, HTRA1 inhibitor, LEDGF integ inh, PRMT1 inh, SIAE primary, ABHD4 inh, NR1D1 modulator
(1) O=C(Nc1nc(-c2ccc(F)c(F)c2)cs1)C1=COCCO1
  -1, -6, -2.2, -2, -18, 4, -9, 2, -13, 0
(2) Cc1ccc[n+](-c2[nH]c(=O)sc2/C=N/NC(=O)c2ccccc2[O-])c1
  3, -24, -4.1, 19*, 6, 3, 12, -4, 3, 0
(3) CC(=O)Oc1ccc(NC(=O)Cc2ccccc2)cc1
  0, 9, -1.5, 2, 0, -3, -2, 4, 0, 2
(4) CCC(CC)C(=O)N1CCCC(c2nc(-c3cccs3)no2)C1 (configuration not stated)
  1, 8, 1.6, 2, -1, -1, -3, 0, -1, 3
(5) CCN(/N=C/c1ccc(N(C)C)cc1)c1nc2ccccc2[nH]1
  -2, -11, -11, 2, 11, -1, -2, 5, 2, -8
(6) CCOc1ccc2[nH]c(C)c(CN3CCN(C)CC3)c(=O)c2c1
  -1, -10, -0.4, 3, 7, -1, -4, 1, -4, 2
(7) COc1cc(S(=O)(=O)N2CCN(C(=O)c3ccco3)CC2)c(OC)cc1C
  -4, -9, -1.3, -1, 1, 2, 1, 0, 0, 3
(8) CCOC(=O)c1c(C)[nH]c(C(=O)OCC(=O)Nc2sc(C(=O)N(C)C)c(C)c2C(=O)OCC)c1C
  1, -8, -0.6, -2, -3, 4, -2, 0, 0, -5
(9) O=C1CCC(C(=O)OCc2cc(Cl)ccc2OC(F)F)N1 (configuration not stated)
  6, 0, -0.9, 4, 3, 1, 0, 0, 0, 0
(10) CN(C(=O)CSc1nnc(-c2ccc(F)cc2)c2ccccc12)C1CCS(=O)(=O)C1 (configuration not stated)
  2, 5, 0.8, -2, -5, 1, 8, -7, 2, -3
(11) CCc1cc(=O)oc2c(C)c(OCC(=O)NCC3CCC(C(=O)O)CC3)ccc12 (configuration not stated)
  0, 5, -0.5, 2, -4, 0, -1, -6, 6, 2
(12) C/C(=C/C=N/Nc1nc(N2CCCCC2)nc(N2CCCCC2)n1)c1ccccc1
  -2, 13, 0.2, 3, 0, 1, 0, 2, 2, 1
(13) CC(=O)C1C(=O)c2c(cccc2[N+](=O)[O-])C1=Nc1ccccc1C (configuration not stated)
  0, 17, 1.0, -9, nt, -1, 3, 3, 6, 4
(14) O=C(NCCc1ccccc1)C1CCN(S(=O)(=O)c2ccc(Br)s2)CC1
  0, -4, -1.0, 7, -7, 4, -1, 3, -2, 6
(15) CCC(CC)C(=O)Nc1cccc(C(=O)NCCc2ccccc2)c1
  -7, 6, -0.1, 9, 0, 2, -1, 7, -2, 4
(16) CCOC(=O)Cc1csc(NC(=O)c2ccncc2)n1
  -3, -6, -2.2, 4, 7, 4, -3, 6, -2, 6
(17) O=C1/C(=C/c2cccc(F)c2)SC(=S)N1NS(=O)(=O)c1ccccc1
  62*, 1, 3.4, -10, -14, -5, 19, 1, -2, 4
(18) CSc1nnc(-c2ccc(S(=O)(=O)N3CCCCC3)cc2)o1
  12, -10, -0.8, 3, -7, 0, 1, -3, 5, 2
(19) Cc1cc(NC(=O)c2ccc(Cl)cc2)c(C(C)C)cc1O
  -3, -12, 1.2, 5, -4, -2, 2, -4, 0, 3
(20) CCCCSc1[nH]c(=O)c(C(=O)OCC)cc1C#N
  17, -7, 0.1, 11, -11, -4, 6, -6, 0, -2
(21) FC(F)(F)c1ccc2c(c1)C1C=CCC1C(c1ccncc1)N2 (configuration not stated)
  44*, 6, -0.2, -19, 52*, -3, 8, 10, 39*, 5
(22) COc1ccccc1NC(=O)c1ccc(NC(=O)CNC(=O)c2ccc(OC)c(OC)c2)cc1
  3, -8, -1.2, 5, -8, -2, 1, -8, -8, 3
(23) COc1ccccc1NC(=O)c1ccc2nc(C)sc2c1
  0, 5, 1.1, -9, -14, 2, 3, 12, -4, 7
(24) CSC1=NC(NCCCO)c2c(sc3c2CC(C)(C)OC3)N1 (configuration not stated)
  1, 0, -0.6, 6, -9, -3, 0, -2, -3, 4
(25) COc1cc(OC)cc(C(=O)NC2CCN(Cc3nnnn3Cc3ccc(F)cc3)CC2)c1
  -9, 4, -0.2, 3, -12, -1, 0, 0, -4, -2
(26) Cn1cnnc1SCC(=O)N(Cc1ccc2c(c1)OCO2)C1(C(=O)NC2CCCCC2)CCCC1
  -3, 0, -1.9, 4, 9, 3, -2, -1, 3, -2
(27) COc1ccc(N2CCN(C(=O)c3ccc(OCC4CCCO4)cc3)CC2)cc1 (configuration not stated)
  -9, 0, -1.6, 9, -1, -2, -2, -1, 5, -3
(28) N#Cc1ccc(NC(=O)C2CC(c3ccc(F)cc3)=NO2)cc1 (configuration not stated)
  -1, 5, 2.9, -6, -8, 1, -7, 6, 3, -3
(29) O=C1CCCc2nc(N3CCCCC3)sc21
  -5, 1, -0.1, 3, 2, 2, -3, -3, -6, -4
(30) O=C(Oc1ccc(Br)cc1)c1n[nH]c(=O)c2ccccc12
  0, -9, 2.3, 7, 11, 8, 1, -9, -13, -6
(31) CCOC(=O)c1sc2nc(-c3ccccc3)ccc2c1N
  4, 3, 3.3, 4, -1, 2, -1, 4, -3, -7
(32) CSCC[C@@H](C(=O)Nc1ccc2c(c1)OCCO2)N1Cc2ccccc2C1=O
  1, 2, 0.5, -1, -10, -2, 3, -6, -5, 1
(33) COc1ccc(Cl)cc1NC(=O)COC(=O)c1cc(C)oc1C
  0, -2, 0.7, -1, -17, -3, 2, 0, 3, 3
(34) Cc1cccc(NC(=O)CNC(=O)CSc2ncccn2)c1C
  3, 3, -0.8, 3, 0, -5, -2, 0, 6, 2
(35) CCOc1cc(S(=O)(=O)NC2CCCCCC2)ccc1F
  -3, 8, -1.1, -1, -20, -3, 1, -5, -3, -3
(36) O=C1c2ccccc2N2C(=O)c3ccccc3[C@H]2N1c1ccccc1
  1, 4, -1.0, 2, -1, 0, 0, 8, 2, -8
(37) Cc1ccc(OCC(=O)N/N=C/c2cc([N+](=O)[O-])ccc2N2CCCCC2)cc1
  2, -4, -2.9, 0, -8, 4, -2, 8, -4, -6
(38) CCC1CCCCN1C(=O)COC(=O)c1cc(Br)ccc1Cl (configuration not stated)
  -6, 11, 0.1, 2, -8, 0, -3, 1, -2, 2
(39) COC(=O)CNC(=O)CSc1nc2c(sc(=S)n2-c2ccccc2)c(=O)[nH]1
  9, -4, -2.3, -2, 4, 0, -2, 11, -4, 5
(40) O=S(=O)(Nc1cc(F)ccc1F)c1cccc2nsnc12
  3, 4, 0.1, -3, 3, 1, 0, 2, 6, 0
(41) CC1=NOC(=O)/C1=C\c1ccc(-c2cc(Cl)ccc2Cl)o1
  5, 3, -0.7, -6, -18, -1, 1, 4, 0, -13
(42) CC(C)(C)c1nnc(NC(=O)c2ccc(Cl)nc2)s1
  2, -5, -0.3, -1, 1, -2, 0, 2, 1, -6
(43) COc1ccc(NS(=O)(=O)c2cccc(C(=O)NCC(c3ccc(F)cc3)N3CCOCC3)c2)cc1 (configuration not stated)
  -1, 0, -4.4, 2, -2, -5, -1, 8, 5, 3
(44) CC1CCC(NC(=O)CCNS(=O)(=O)c2ccc3c(c2)CCC(=O)N3)CC1 (configuration not stated)
  -1, 1, -2.1, 4, 0, -2, 0, -1, -3, 8
(45) O=C(Nc1ccccc1)c1ncoc1-c1ccc(Cl)cc1
  0, 11, -1.5, -6, -3, 0, 3, -6, 0, 7

Part of the list above, in transposed form.
(35) CCOc1cc(S(=O)(=O)NC2CCCCCC2)ccc1F
(43) COc1ccc(NS(=O)(=O)c2cccc(C(=O)NCC(c3ccc(F)cc3)N3CCOCC3)c2)cc1 (configuration not stated)
(42) CC(C)(C)c1nnc(NC(=O)c2ccc(Cl)nc2)s1
Compound	35	43	42
rCAG binder	-3	-1	2
TDP2 absorb	8	0	-5
PG9 binder	-1.1	-4.4	-0.3
TCR-CD3 inh	-1	2	-1
HTRA1 inhibitor	-20	-2	1
LEDGF integ inh	-3	-5	-2
PRMT1 inh	1	-1	0
SIAE primary	-5	8	2
ABHD4 inh	-3	5	1
NR1D1 modulator	-3	3	-6

(further entries)
Fields: rCAG binder, TDP2 absorb, PG9 binder, TCR-CD3 inh, HTRA1 inhibitor, LEDGF integ inh, PRMT1 inh, SIAE primary, ABHD4 inh, NR1D1 modulator
(46) COc1cccc(OCC(=O)N2CCCc3ccccc32)c1
  -8, 6, -0.7, 10, -5, 4, 1, -1, 3, -8
(47) Cc1ccc(S(=O)(=O)Nc2cc(C(=O)NCCN3CCCC3)ccc2N2CCCCC2)cc1
  4, -1, 2.1, 4, -9, -2, -1, -4, 7, 4
(48) COc1ccc(/C=C/CN2CCC(n3nccc3NC(=O)C3CC3)CC2)cc1
  -7, -2, 0.7, -4, 5, -2, 3, 7, -3, 0
(49) CC1=C(C(=O)N(C)C)CC(CC(=O)NCc2cccs2)C(=O)N1Cc1ccccc1 (configuration not stated)
  1, 2, -1.1, -2, 6, 4, 6, 1, -2, -6
(50) O=C(Cn1nc(Cc2ccncc2)c2ccccc2c1=O)N1CCc2ccccc2C1
  8, -12, 0.0, -10, 7, 6, -1, -4, -2, -2
(51) O=C(Cn1ncc2c1-c1ccccc1OC2)N1CCc2ccccc21
  2, -10, 0.4, -3, -6, -1, 3, -3, -7, -2
(52) O=C(NCc1ccc(F)cc1F)Nc1cnccc1C(F)(F)F
  2, -1, 1.9, 3, -2, 0, 4, -2, 9, 0
